M1 antag = blocks human M1 muscarinic receptor; P11229; CHO-K1 hM1, Fluo-8 calcium fluorescence, ACh EC80 antagonist; inhibition, % at 3 µM; 360,000 compounds, 1.3% hits; AID 588852;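 active = percent inhibition above its own plate's cutoff, namely the mean of that plate's compound wells plus 3 SD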;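 also: peak over basal fluorescence ratio during 140 s after agonist addition; 0% = ACh EC80 plus DMSO and 100% = DMSO alone without agonist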
Target sequence (P11229 whole entry, looked up): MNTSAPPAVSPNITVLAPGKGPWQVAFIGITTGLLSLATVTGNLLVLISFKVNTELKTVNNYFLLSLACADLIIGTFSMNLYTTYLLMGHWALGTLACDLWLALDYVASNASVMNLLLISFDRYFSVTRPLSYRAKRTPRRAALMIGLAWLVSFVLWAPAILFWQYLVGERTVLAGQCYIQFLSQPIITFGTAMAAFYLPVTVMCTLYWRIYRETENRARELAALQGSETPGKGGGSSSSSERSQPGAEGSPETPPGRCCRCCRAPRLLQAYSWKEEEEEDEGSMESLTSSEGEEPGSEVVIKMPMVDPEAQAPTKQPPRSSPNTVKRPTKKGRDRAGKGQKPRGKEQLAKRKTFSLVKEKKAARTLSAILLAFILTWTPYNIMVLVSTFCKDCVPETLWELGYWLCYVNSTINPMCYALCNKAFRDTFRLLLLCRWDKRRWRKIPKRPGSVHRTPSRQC
CHO-K1 Ca antag = nonselective inhibitor or artifact in parental CHO-K1 cells; ATP-induced calcium, Fluo-8 fluorescence; inhibition, % at 3 µM; 360,000 compounds, 0.6% hits; AID 602250;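 active = inhibition above a per-plate cutoff, the plate's mean sample inhibition plus 3 SD, cut at about 24% in these data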;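 also: 0% = DMSO plus EC80 ATP and 100% = DMSO alone without ATP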
TAAR1 antagonist = antagonists of human TAAR1. Q96RJ0. AID 624466. inhibition, % at 3 µM. 360,000 compounds, 1.5% hits. CHO RD-HGA16 TAAR1, Fluo-8 calcium fluorescence, antagonist;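 active = inhibition above a per-plate cutoff, the mean inhibition of test compounds on that plate plus 3 SD, cut at about 49% in these data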;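 also: 0% = DMSO plus EC80 beta-PEA response and 100% = DMSO alone without agonist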
Target sequence (Q96RJ0 whole entry, looked up): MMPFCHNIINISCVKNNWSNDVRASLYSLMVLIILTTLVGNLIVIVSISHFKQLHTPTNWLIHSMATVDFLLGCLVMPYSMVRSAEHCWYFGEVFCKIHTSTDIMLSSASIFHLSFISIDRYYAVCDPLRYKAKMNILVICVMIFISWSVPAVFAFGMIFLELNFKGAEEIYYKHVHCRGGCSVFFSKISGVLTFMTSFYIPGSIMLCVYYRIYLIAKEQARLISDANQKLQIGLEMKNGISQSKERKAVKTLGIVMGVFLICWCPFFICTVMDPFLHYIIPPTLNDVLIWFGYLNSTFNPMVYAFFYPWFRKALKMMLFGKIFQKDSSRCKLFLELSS
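Assay system: RD-HGA16 CHO cells with stable hTAAR1 and Gα16 / Reagent: EC80 β-phenethylamine stimulus / Doses: 3 µM, single point / Timing: dye loading 75 min at 37 °C, then 30 min room temperature / Measured by: Fluo-8 intracellular calcium dye fluorescence, real-time kinetic reads / Controls: vehicle wells and EC80 agonist wells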
CHRM1 PAM = potentiates human M1 receptor response to acetylcholine. P11229. CHO-K1 hM1, Fluo-8 calcium fluorescence, ACh EC20; 0% = ACh EC20, 100% = maximal ACh. activation, % at 3 µM. 360,000 compounds, 0.088% hits. AID 588819; in the data active = activation above about 19%, passing the limit was not always enough
CHO parental Ca = signal in parental CHO cells, OX1R antagonist counter-screen | parental CHO-K1, ATP-induced calcium, Fluo-8 fluorescence | 330,000 compounds, 0.63% hits | AID 463079 | inhibition, % at 5.6 µM;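 active = inhibition above that plate's mean sample inhibition plus 3 SD, cut at about 26% in these data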;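 also: 0% = ATP-challenged DMSO wells and 100% = DMSO wells without ATP; some compounds past the cut are filed as inactive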
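Material: Parental CHO cells | Reagent: ATP | Compound dosing: Single nominal dose of 5.6 µM per compound | Detection: Intracellular calcium via Fluo-8 no-wash fluorescent dye | Read-out: % inhibition of ATP-induced calcium mobilization | Benchmarks: Low control ATP plus DMSO, high control DMSO only | Replicates: Singlicate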
TAAR1 agonist = agonists of human TAAR1; 360,000 compounds, 0.99% hits; activation, % at 3 µM; CHO RD-HGA16 TAAR1, Fluo-8 calcium fluorescence; vehicle wells 0%, saturating PEA agonist 100%; Q96RJ0;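 active = activation above the mean activation of all test compounds in the run plus 3 SD, cut at about 38% in these data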
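Repeats: no replicates (n 1) | Material: CHO-derived RD-HGA16 cells with stable Gα16 and human TAAR1 | Technique: Kinetic Fluo-8 calcium fluorescence | Schedule: 17-24 h seeding, 75 min 37 °C dye, 30 min RT | Evaluation: % activation from peak over basal fluorescence ratio, DMSO-to-PEA scaled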
M1 ag parental = M1 agonist counterscreen hit in parental CHO-K1 cells | 360,000 compounds, 0.48% hits | activation, % at 3 µM | Fluo-8 calcium fluorescence; scaled to maximal ATP response, vehicle zero; in the data active = activation above about 15%;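 also: untransfected CHO-K1 host cells lacking M1 receptor as counterscreen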
CHRM1 agonist = agonists of human M1 muscarinic receptor; P11229; CHO-K1 hM1, Fluo-8 calcium fluorescence, agonist mode; 0% DMSO, 100% acetylcholine EC100; activation, % at 3 µM; 360,000 compounds, 0.33% hits; AID 588814;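 active = activation above the run's mean compound activation plus 3 SD, cut at about 16% in these data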;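 also: peak over basal fluorescence ratio within a 140 s kinetic read after compound addition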
CHO-K1 Ca PAM = nonselective activator or artifact in parental CHO-K1 calcium assay; 360,000 compounds, 0.02% hits; AID 602247; ATP EC20, Fluo-8 calcium fluorescence; 0% at ATP EC20, 100% at ATP max; activation, % at 3 µM;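 active = activation above the run cutoff, the mean activation of all test compounds plus 3 SD, cut at about 40% in these data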;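 also: peak over basal fluorescence ratio in a 140 s read after ATP addition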
Active calls of the source: *; . = not tested or not shown.

Each structure is followed by: M1 antag, CHO-K1 Ca antag, TAAR1 antagonist, CHRM1 PAM, CHO parental Ca, TAAR1 agonist, M1 ag parental, CHRM1 agonist, CHO-K1 Ca PAM
COC(C(=O)NC1CC1)c1ccccc1 (stereo not given)
→ -1, 0, 1, 0, -6, 6, 0.7, -5, 14
Cc1ccc(-n2cc(-c3ccccc3)c3c(N4CCN(C)CC4)ncnc32)cc1
→ -10, -1, 27, 11, 9, 9, 3.5, -3, 5
Cc1cccc(C)c1OCC(=O)Nn1c(COc2ccccc2)nc2ccccc2c1=O
→ 16, -14, 51*, -10, -9, 6, 5.5, -3, 10
Nc1nnc(-c2cccc([N+](=O)[O-])c2)o1
→ 9, -1, -16, 1, 6, -1, 1.4, -5, -3
CN(C)C(=O)/C(=C\c1ccncc1)NC(=O)c1ccccc1
→ -7, -17, -3, 6, -10, 1, -0.3, -7, 21
CC(C)NC(=O)CC1C(=O)NCCN1CC(c1ccccc1)c1ccccc1 (stereo not given)
→ -11, 5, -2, 1, -34, 5, -0.1, -13, 5
CCC(=O)c1cc2c(C)cc(=O)oc2c(C)c1OC
→ -4, 14, 1, 8, -9, 15, 0.2, -7, -8
Cc1ccc(NC(=O)CSc2sc3c(O)cc(=O)[nH]c3c2C#N)c(F)c1
→ -4, 4, 7, 3, 5, 3, 1.1, -5, 1
C/C(=N\OCC(=O)OCC(=O)N(Cc1ccccc1)C(C)(C)C)c1ccc2c(c1)OCO2
→ -16, 9, 11, 12, -13, 1, -0.3, 4, -1
O=C(CCCn1c(=S)[nH]c2cc3c(cc2c1=O)OCO3)N1CCN(c2ncccn2)CC1
→ -11, -7, 0, 11, -20, 5, -0.1, -6, 17
N#C/C(=C\c1ccc(OCCN2CCOCC2)cc1)C(=O)Nc1ccccc1
→ 18, 1, -5, -6, -13, 8, 2.1, -1, -7
CCN(CC(=O)NCc1cccs1)C(=O)CCCOc1ccc(C(C)(C)C)cc1
→ -4, -20, -3, 4, -17, 3, 7.6, -2, 0
CN(CCCNC(=O)c1cc2c(Cl)nc3ccccc3c2s1)Cc1ccccc1
→ 5, 0, -3, -6, -15, 4, 0.6, -11, -3
Fc1ccc(CNC(=S)NC2CCCC2)cc1
→ 0, 5, -7, -1, -2, 7, 0.7, -6, 7
Cc1ccc(S(=O)(=O)N2CC=C(N)N2)cc1
→ -16, -19, -9, 3, ., 3, 0.6, -3, 15
O=C(COc1ccc2c3c(c(=O)oc2c1)CCC3)NCc1ccccn1
→ 1, -8, -5, -2, -13, 1, 1.4, -9, -3
CC(C)CCOc1ccc(/C=N/N2C(=O)CSC2=S)cc1
→ -1, -12, 6, 0, -6, 2, 0.1, -5, -3
Cc1ccc(NC(=O)C/C(N)=N/O)cc1C
→ -33, -16, -1, 10, 15, 5, 0.5, 0, 9
CCOC(=O)C1CCN(S(=O)(=O)c2c(C)[nH]c(=O)[nH]c2=O)CC1
→ -24, -8, -3, 1, -9, 6, 0.2, -2, 19
COc1ccc(C(=O)c2ccccc2)c2c(O)ccc(C(=O)c3ccccc3)c12
→ 1, 2, 11, 4, 6, 13, 2.2, 3, -4
C=CCOCC(O)CS(=O)(=O)Cc1ccc(Cl)cc1 (stereo not given)
→ -9, -3, 12, 7, -8, 8, -0.2, 0, -7
COC(=O)c1ccc(N2CCN(C)CC2)c(NC(=O)c2cccnc2)c1
→ -18, -15, 2, 11, -17, 1, 0.2, -4, -10
Cc1ccccc1-c1nc(CS(=O)(=O)CC(=O)NCCN2CCCC2)c(C)o1
→ -5, -16, -5, 7, -26, 0, 0.3, -6, 7
Cn1c(=O)c2c(-c3ccccc3)n(-c3ccccc3O)cc2n(C)c1=O
→ -13, -12, 6, 4, -4, 9, 1.4, -12, 17
CC1=C(C(=O)OCCNC(=O)c2cccnc2)C(c2cccc([N+](=O)[O-])c2)C(C(=O)OCCN(C)C)=C(C)N1 (stereo not given)
→ -8, -8, -14, 8, -17, 8, 0.6, -9, 19
Cc1ccc(NC(=S)Nc2cccc3cnccc23)c(C)c1
→ -6, -19, -32, 7, -2, 1, 0.1, -7, 13
FC(F)(F)c1cnc(-c2cnc(-c3ccccn3)nc2)c(Cl)c1
→ -2, -3, -14, 6, 5, 8, 0.6, -6, 12
O=C(CN1C(=O)c2cccnc2Oc2ccc(Cl)cc21)Nc1ccc(F)cc1
→ -9, -3, -71, 4, -11, 1, 0.1, -4, 23
CCOc1ccc(OCC)c(S(=O)(=O)N2CCOCC2)c1
→ 1, -1, 3, 0, -12, 3, 0.2, -4, 6
Cc1cc2nc(-c3ccc(Cl)cc3)c(Cc3cccc(F)c3)n2c(C)c1Br
→ 0, 7, ., -2, ., ., 0.2, -9, 8

Some of these compounds in order of the TAAR1 antagonist value, ascending.
SMILES | TAAR1 antagonist
O=C(CN1C(=O)c2cccnc2Oc2ccc(Cl)cc21)Nc1ccc(F)cc1 | -71
CC1=C(C(=O)OCCNC(=O)c2cccnc2)C(c2cccc([N+](=O)[O-])c2)C(C(=O)OCCN(C)C)=C(C)N1 (stereo not given) | -14
O=C(COc1ccc2c3c(c(=O)oc2c1)CCC3)NCc1ccccn1 | -5
Cn1c(=O)c2c(-c3ccccc3)n(-c3ccccc3O)cc2n(C)c1=O | 6
COc1ccc(C(=O)c2ccccc2)c2c(O)ccc(C(=O)c3ccccc3)c12 | 11
C=CCOCC(O)CS(=O)(=O)Cc1ccc(Cl)cc1 (stereo not given) | 12

(list continues)
Each structure is followed by: M1 antag, CHO-K1 Ca antag, TAAR1 antagonist, CHRM1 PAM, CHO parental Ca, TAAR1 agonist, M1 ag parental, CHRM1 agonist, CHO-K1 Ca PAM
CCOc1ccccc1N(C)C(=O)c1nn(-c2ccc(OC)cc2OC)c(=O)c2ccccc12
→ 14, 17, -10, -5, -16, -2, -0.4, -5, -3
Cc1ccc(Sc2ccc(/C=N/O)cc2[N+](=O)[O-])cc1
→ -6, -2, 18, -2, 4, -6, 0.1, -6, -4
O=C(O)C1CC2C3CC(C(=O)O)C(C3)C2C1 (stereo not given)
→ -19, -6, -13, 11, ., 2, 0.5, 0, -2
COc1cc2nc(CN3CCN(S(=O)(=O)c4c(F)cccc4F)CC3)[nH]c(=O)c2cc1OC
→ 15, -13, 14, -9, -5, 1, 0.3, -5, -2
Cc1onc(-c2c(F)cccc2Cl)c1C(=O)OCC(=O)NC(=O)NCC(C)C
→ 23, 6, -31, -10, -18, -1, 0.5, -5, -14
CNC(=O)NC(=O)C(C)OC(=O)c1oc2ccccc2c1CSc1ccc(Cl)cc1 (stereo not given)
→ -11, -10, -14, 15, -38, -2, 0.6, -3, 26
O=C(O)[C@@H]1CCCN1C(=O)c1ccco1
→ -2, 2, -1, 8, 4, 2, 0.4, -3, 18
Cc1ccc(CN2CCN(/N=C\C=C\c3ccccc3)CC2)cc1
→ -6, 2, 2, 2, -13, 14, 0.3, -9, 2
COC(=O)c1cccnc1N1CCN(c2ccccc2F)CC1
→ -2, -2, -9, -2, -9, 3, 2.1, -4, 12
Cn1c(CNC(=O)Cc2ccc3c(c2)OCO3)nnc1SCc1ccccc1
→ -6, -10, 4, 4, -6, 9, 0.5, -2, 15
CCCCC(NC(=O)CCc1c(C)c2cc3c4c(oc3c(C)c2oc1=O)CCCC4)C(=O)O (stereo not given)
→ -12, 4, -33, 18, ., 0, -0.3, 0, -17
CCCCC[C@@H](C)N1C[C@H](COCc2ccccc2)Oc2cc(N3CC[C@H](N(C)C)C3)ccc2S1(=O)=O
→ ., -20, 11, ., ., 10, 3.8, ., 26
COc1ccc(-c2nnc(NC(=O)c3ccc4c(c3)OCCO4)o2)cc1
→ -16, -4, -20, 8, -1, 3, 0.5, -1, 6
COc1ccc(/C=C/C(=O)N[C@@H](C)C(=O)O)cc1
→ -15, -3, 10, 10, -9, 0, 0.6, -6, 21
Cc1nn(Cc2ccccc2)c2ncccc12
→ -15, -16, 0, 7, 0, 5, 5.4, -3, 15
O=C(O)CCS(=O)(=O)c1cc(Br)cc2c1N(C(=O)C1CC1)CC2
→ 19, -9, -27, -6, -6, 2, 1.5, -3, 9
COc1cccc(C(=O)NCCCNC(=O)c2cccc(OC)c2)c1
→ -11, -10, -14, 9, -15, 1, 0.6, -3, 23
O=C(N/N=C/c1c(O)ccc2ccccc12)c1cccc(C(F)(F)F)c1
→ 18, 4, 62*, -4, 7, 58*, 7.6, 5, 5
CCC1CCCCN1C(=O)c1ccc(OC2CCN(C(=O)CCOC)CC2)cc1 (stereo not given)
→ -1, -1, -2, 4, -1, 0, 0.5, -3, 2
Cc1noc(C)c1NC(=O)N(C)C[C@H]1Oc2c(NS(=O)(=O)c3cn(C)cn3)cccc2C(=O)N([C@H](C)CO)C[C@@H]1C
→ -16, -5, -10, 11, -4, 10, 0.4, 1, 9
CCOc1ccc(S(=O)(=O)N2CCN(C(=O)CN3C(=O)NC(C)(C)C3=O)CC2)cc1
→ 9, 6, -9, -4, -12, -1, -0.2, -5, -15
COc1ccccc1C(=O)Nc1ccc(S(=O)(=O)N2CCc3ccccc32)cc1
→ 6, 6, 19, -1, -1, -1, 1.0, -6, 13

Not a retest: an excerpt of the list.
Each structure is followed by: M1 antag, CHO-K1 Ca antag, TAAR1 antagonist, CHRM1 PAM, CHO parental Ca, TAAR1 agonist, M1 ag parental, CHRM1 agonist, CHO-K1 Ca PAM
O=C(O)CCS(=O)(=O)c1cc(Br)cc2c1N(C(=O)C1CC1)CC2
→ 19, -9, -27, -6, -6, 2, 1.5, -3, 9
COc1cccc(C(=O)NCCCNC(=O)c2cccc(OC)c2)c1
→ -11, -10, -14, 9, -15, 1, 0.6, -3, 23
O=C(N/N=C/c1c(O)ccc2ccccc12)c1cccc(C(F)(F)F)c1
→ 18, 4, 62*, -4, 7, 58*, 7.6, 5, 5

Assay outcomes as filed in PubChem BioAssay.
